Efa HMGR inh: inhibitors of E. faecalis class II HMGR, primary screen, biochemical, Enterococcus faecalis. HMG-CoA reductase (Enterococcus faecalis, mvaE). purified E. faecalis HMGR, NADPH absorbance 340 nm kinetic. inhibition, % at 10 µM. 190,000 tested, 0.41% active. AID 1066, 2008;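 active = inhibition above a set limit, the median over all tested compounds plus 3 SD, cut at about 9.5% in these data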;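 also: enzyme runs in reverse so mevalonate oxidation gives rising NADPH absorbance; 0% = complete reaction with DMSO and 100% = background rate lacking mevalonate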
APP 5'UTR act: activators of APP 5'UTR luciferase reporter, primary screen, SH-SY5Y cells. SH-SY5Y APP 5'UTR luciferase reporter, luminescence; zero percent = DMSO vehicle wells. AID 1276, 2008. activation, % at 2 µM. 190,000 tested, 1% active;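 active = activation above a set limit, based on mean plus 3 SD of controls, cut at about 140% in these data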; also: values of inactives mirror those of a sister screen read the other way
APP transl inh: inhibitors of APP translation via 5'UTR reporter, primary screen, APP 5'UTR luciferase, SH-SY5Y cells | SH-SY5Y APP 5'UTR-luciferase reporter, luminescence | inhibition, % at 2 µM | 190,000 tested, 0.82% active;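 active = inhibition above a set limit, derived from the sample mean plus 3 SD, cut at about 45% in these data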; also: values of inactives mirror those of a sister screen read the other way
Hsp70 activator: Hsp70 transcriptional activators, primary screen, cell-based, HeLa, Hsp70 promoter luciferase, luminescence, 10 µM; HeLa Hsp70 promoter luciferase reporter; scaled: vehicle 0, proteasome-inhibitor control 100%; activation, % at 10 µM; 200,000 tested, 0.04% active;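 active = activation above the mean across all tested compounds plus 3 SD, cutoff set per campaign, cut at about 5.5% in these data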;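 also: 100% = MG132 at 30 µM as the positive control and 0% = DMSO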
FLuc act counter: FLuc activators, initial screening, artefact control for FLuc-dependent activation tests, biochemical, ATPlite luminescence. Luciferin 4-monooxygenase (Photinus pyralis), P08659. 200,000 tested, under 10 active. activation factor at 10 µM. ATPlite luciferase biochemical, 10 min; 0 = ATP-free wells, 1 = DMSO control;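 active = luciferase activation factor, scaled between plate controls, of at least 2 with compound at 10 µM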
Target sequence (P08659 whole entry, looked up): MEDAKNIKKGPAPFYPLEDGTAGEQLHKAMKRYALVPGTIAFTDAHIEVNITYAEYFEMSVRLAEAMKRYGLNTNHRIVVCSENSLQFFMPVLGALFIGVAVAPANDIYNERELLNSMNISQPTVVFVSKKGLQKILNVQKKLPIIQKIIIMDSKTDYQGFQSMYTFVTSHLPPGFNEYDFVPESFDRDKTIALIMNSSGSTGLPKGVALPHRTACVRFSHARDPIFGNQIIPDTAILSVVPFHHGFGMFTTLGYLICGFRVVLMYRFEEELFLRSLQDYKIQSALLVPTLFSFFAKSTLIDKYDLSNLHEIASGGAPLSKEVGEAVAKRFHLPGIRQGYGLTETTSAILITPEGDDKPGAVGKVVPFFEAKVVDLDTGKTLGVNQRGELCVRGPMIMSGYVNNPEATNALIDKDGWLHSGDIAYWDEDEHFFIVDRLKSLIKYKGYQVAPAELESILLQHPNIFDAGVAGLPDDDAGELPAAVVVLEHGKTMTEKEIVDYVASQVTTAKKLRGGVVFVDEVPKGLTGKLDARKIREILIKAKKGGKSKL
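System: luciferase plus luciferin reagent, cell-free; medium: PBS as buffer for the ATP substrate; dosing: test compounds dosed from 2 mM stocks in 100% DMSO; timing: 10 min post-reagent at room temperature; measured by: luminescence measurement of luciferase light output; evaluation: luciferase activation, seen as luminescence increase over controls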
FLuc inhib CS: firefly luciferase enzyme inhibitors, primary screen, artefact control for luciferase-based inhibitor screens, biochemical, luminescence, ATPLite; Luciferin 4-monooxygenase (Photinus pyralis), P08659; 200,000 tested, 1.5% active; inhibition, % at 10 µM; 10 min;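 active = inhibition above about 50% when tested at 10 µM, limit read from the data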
NF-kB neuron act: activators of NF-kB expression in neurons, primary screen, cell-based, HTS; human neuronal cells, NF-kB reporter expression; active compounds read high; fold change at 12.5 µM; AID 1239, 2008; 190,000 tested, 1.6% active; in the data active = fold change above about 3.3
G6PDH CS: L. mesenteroides G6PDH inhibitors, counter-screen for G6PDH-coupled screening assays, biochemical, Leuconostoc mesenteroides enzyme; Purified L. mesenteroides G6PDH, diaphorase/resazurin coupled fluorescence, 45 min; 200,000 tested, 0.12% active; AID 1020, 2008; glucose-6-phosphate dehydrogenase [Leuconostoc mesenteroides]; inhibition, % at 5 µM; in the data active = inhibition above about 50%
STAT1 activator: STAT1 signaling activators, primary screen, cell-based, HTS, luciferase reporter | NIH 3T3 STAT1-luciferase reporter, IFN-gamma, luminescence; 100% = IFN-gamma alone, no compound | activation (% of control), % at 5.5 µM | 200,000 tested, 2.6% active;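 active = activation above the screen-wide mean activation plus 3 SD, cut at about 130% in these data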;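 also: raw ratio to IFN-gamma control signal so 100% means no change and 0% no light; values of inactives mirror those of a sister screen read the other way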
Redox H2O2 prof: compounds producing H2O2 with reducing agent – biochemical, NIH compound library profiling, artefact control for MLSCN library redox annotation, primary screen. DTT-dependent redox cycling H2O2, phenol red/HRP absorbance; 100% = 100 µM peroxide control, 0% = buffer. activation, % at 10 µM. 200,000 tested, 0.03% active. AID 878, 2007;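 active = activation of at least 50% relative to the plate's high and low controls in the primary single-dose screen; inactive = activation below 50%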;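 also: compound incubated with DTT at 0.8 mM final as the reducing agent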
Numbers without * were called inactive; . = not tested or not shown.

no.	Molecule	Efa HMGR inh	APP 5'UTR act	APP transl inh	Hsp70 activator	FLuc act counter	FLuc inhib CS	NF-kB neuron act	G6PDH CS	STAT1 activator	Redox H2O2 prof
1	O=C(COc1ccc(-n2cnnn2)cc1)NC(=O)NCc1ccccc1	-2	18	-18	-0.6	1	-3	1.4	7	92	-0.6
2	COc1cc2c3nnc(-c4ccccc4)c-3cn(Cc3ccccc3F)c2cc1OC	-4	-11	11	0.0	1.1	-8	1.1	0	110	0.1
3	COc1ccc(NS(=O)(=O)c2ccc(NS(=O)(=O)c3ccc(SC)cc3)cc2)c(OC)c1	1	2	-2	0.2	1.1	-5	0.99	0	102	0.3
4	FC(F)(F)c1ccccc1NC(=S)NN1CCOCC1	-2	-3	3	-0.3	1.1	-6	1.1	8	99	-0.8
5	CC(C)c1ccc(-n2ccnc2SCC(=O)O)cc1	-2	-8	8	0.0	0.9	9	1.2	3	102	-0.4
6	N#Cc1ccc(NC(=S)NC(=O)CCc2ccc(S(=O)(=O)N3CCOCC3)cc2)cc1	-2	28	-28	0.0	1.1	-8	1.1	2	106	-1.9
7	COc1ccc(CCNC(=O)Cn2c(=O)n(CCCC(=O)NCc3ccco3)c(=O)c3sccc32)cc1OC	-6	-4	4	-0.4	1	4	1.2	4	101	-0.3
8	Cc1ccc(S(=O)(=O)N(C)c2ccc(OCC(=O)Nc3nnc(C4CC4)s3)cc2)cc1	-4	-5	5	0.2	1	1	1	8	102	-0.1
9	COc1cc(NC(=O)c2cccs2)c(C(=O)OCC(=O)c2cc(C)n(-c3ccc(F)cc3)c2C)cc1OC	-4	17	-17	-0.1	1	-4	0.99	6	101	0.4
10	O=c1[nH]cnc2sc3c(c12)CCCCC3	2	7	-7	-0.1	1	0	1.1	4	110	-0.4
11	Cn1nc(-c2ccc(C(=O)Nc3cccnc3)cc2)c2ccccc2c1=O	-5	2	-2	-0.6	1	-2	1	-45	88	1.1
12	Cc1ccc(-c2nnn(CC(=O)N(CC3CCCO3)C(C(=O)NC3CCCC3)c3ccc(F)cc3)n2)o1 (centres undefined)	-2	15	-15	-0.3	1	0	1.2	9	100	0.9
13	O=[N+]([O-])c1cc2c(cc1/C=N/n1c(-c3ccccc3)n[nH]c1=S)OCO2	7	7	-7	-0.1	0.9	6	1	-3	80	1.0
14	COc1ccc(-c2oc(NC(C)=O)c(C#N)c2-c2ccc(OC)cc2)cc1	0	7	-6	-0.5	1.1	-8	1.1	13	101	0.1
15	COc1ccccc1NC(=O)C(=N\O)/C(C)=N/O	0	23	-23	-0.4	1.1	-9	1.1	1	98	-0.1
16	COc1ccc(-c2ncc3ccccn23)cc1	-3	70	-70	0.1	1	4	2.7	-4	124	1.5
17	COc1cccc(NC(=O)CSc2nnc(Cn3cnc([N+](=O)[O-])n3)n2C)c1	-2	-22	22	0.3	1	-4	0.93	-10	104	-0.4
18	Cc1ccc(SCCNC(=O)/C=C/c2ccc(Cl)cc2)cc1	-6	-4	4	-0.1	1	-2	1.1	6	98	0.0
19	CCCCNC(=O)NS(=O)(=O)c1ccc(C(=O)OC)o1	2	-10	10	-0.1	1.1	-5	1.1	-1	106	0.2
20	CCOc1cc(/C=N/Nc2nc(N3CCCCC3)nc(N3CCCCC3)n2)ccc1OC(=O)c1ccco1	-4	14	-14	0.1	1.1	-6	0.56	4	102	0.1
21	CN(CCc1ccccn1)S(=O)(=O)c1ccccc1F	.	8	-8	-0.6	1	-3	.	4	105	0.1
22	CC(Sc1nnc2c(n1)C1(C)CCC2C1(C)C)C(=O)Nc1ccccc1 (centres undefined)	-2	-5	5	-0.1	1	-2	1.5	0	96	0.3
23	CN(C)CCCNCC(=O)Nc1ccccc1N1CCOCC1	-6	.	.	-0.1	1.1	-6	0.98	1	102	0.1
24	CC(C)(C)SCCNC(=O)CN(c1ccccc1)S(=O)(=O)c1ccc(F)cc1	0	8	-8	0.1	1	-5	1.3	10	103	0.5
25	CCOc1ccc(NS(=O)(=O)c2cc(OC)ccc2OC)cc1	6	-17	17	-0.2	1.1	-6	0.82	3	92	-0.1

Results in Hsp70 activator and APP 5'UTR act, for 2 of the compounds above:
| cpd | Molecule | Hsp70 activator | APP 5'UTR act |
| --- | --- | --- | --- |
| 14 | COc1ccc(-c2oc(NC(C)=O)c(C#N)c2-c2ccc(OC)cc2)cc1 | -0.5 | 7 |
| 15 | COc1ccccc1NC(=O)C(=N\O)/C(C)=N/O | -0.4 | 23 |

Other structures:
no.	Molecule	Efa HMGR inh	APP 5'UTR act	APP transl inh	Hsp70 activator	FLuc act counter	FLuc inhib CS	NF-kB neuron act	G6PDH CS	STAT1 activator	Redox H2O2 prof
26	O=C(O)CCC(=O)NNC(=O)CCC1CCCCC1	-2	0	0	0.0	1	-5	0.98	1	95	-0.3
27	CCOC(=O)C1=C(C)OC(N)=C(C#N)C1c1ccsc1 (centres undefined)	-6	-3	3	0.0	1	1	1.4	-2	86	2.5
28	CCc1c(O)nc(SCC(N)=O)n(-c2ccccc2F)c1=O	1	-8	8	-0.3	1.1	-5	1.5	-7	98	-0.8
29	Cc1ccc(NC(=O)c2sc(Cl)nc2C)c(C)c1	-4	6	-6	-0.5	1	-4	1.1	17	104	-0.1
30	Cc1ccc(SCC(=O)Nc2ccccc2C(=O)O)cc1	-12	14	-14	-0.5	0.8	18	2.7	6	102	0.1
31	O=C(COc1ncnc2sccc12)NC1CCCc2ccccc21 (centres undefined)	-3	13	-13	-0.3	1	0	0.88	3	102	0.7
32	CC(=O)c1cccc(NS(=O)(=O)c2ccc3c(c2)oc(=O)n3C)c1	0	-9	9	0.0	1	-1	1.4	31	100	-2.6
33	O=[N+]([O-])c1ccc(Sc2n[nH]c(-c3ccco3)n2)nc1	-7	4	-4	-0.3	1	4	1.2	14	104	-0.7
34	COCCn1c(C)nc2oc3ccc(Br)cc3c(=O)c2c1=O	-7	4	-4	-0.3	1	-3	0.91	-1	102	-3.3
35	O=C(CSCc1ccc([N+](=O)[O-])cc1)NCCSCc1ccccc1	-7	-2	2	-0.1	1	-4	1.1	3	95	2.3
36	COc1ccc(CN2CCC(C(=O)NCCc3ccc(OC)c(OC)c3)CC2)c(OC)c1	-5	-3	3	-0.4	1	-1	0.85	15	102	0.3
37	Cc1ccc(C(=O)Nc2cc([N+](=O)[O-])ccc2F)s1	-3	1	-1	-0.1	1	-1	1.4	9	104	-0.7
38	Clc1ccc2nc(-c3ccccc3)c(CN3CCOCC3)n2c1	-5	3	-3	-0.4	1	-1	1.4	4	109	-8.0
39	Cc1ccc(N/C=C/C(=O)c2ccc(C)cc2)cc1	-5	91	-91	0.1	0.5	51*	5.2*	16	144*	3.5
40	OCC1CCCCN1C(=S)Nc1ccc(Cl)cc1Cl (centres undefined)	-5	10	-10	0.8	1	3	1.1	-1	104	-0.8
41	Cc1ccc2c(CSc3nnc(C4CC4)n3N)cc(=O)oc2c1	1	-3	3	-0.1	1.1	-8	1.1	11	98	-0.4
42	O=C(Nc1cccc(O)c1)c1noc2c1CCc1ccccc1-2	1	195*	-195	-0.3	0.1	87*	6.1*	1	84	0.2
43	C/C(=N\OCC(=O)Nn1c(=O)[nH]c2ccccc2c1=O)c1cccs1	9	16	-16	-0.1	1	-2	1	5	113	5.8
44	Cc1ccc(NC(=O)CSc2nc3c([nH]c4ccccc43)c(=O)n2C)cc1	-3	-17	17	-0.2	1	1	1.1	0	85	0.1
45	COc1ccc(N2CCN(C(=O)c3ccc4c(c3)[nH]c(=S)n3c5ccccc5nc43)CC2)cc1	-1	4	-4	-0.1	1	0	1.4	1	102	-0.3
46	Cc1cc(Cl)c(S(=O)(=O)Nc2ccc3c(c2)OCO3)cc1OCC(N)=O	-4	-3	3	-0.3	1	0	0.79	10	96	-0.4
47	O=C(NCc1cccnc1)c1ccc([N+](=O)[O-])o1	0	-7	7	0.0	1	-4	5.3*	7	103	-0.1
48	CCC(C)(C)N=C(NC#N)Nc1cccnc1	0	.	.	-0.1	1	-1	.	6	.	.
49	CC(NC(=O)c1ccc(C23CC4CC(CC(C4)C2)C3)cc1)C(=O)O (centres undefined)	1	9	-10	0.0	0.8	17	1.9	5	118	-1.1
50	CN(CC(=O)NCc1cccs1)S(=O)(=O)c1cccc2cccnc12	-5	2	-2	0.2	1	-2	1.1	8	99	-2.9
51	Cc1c(Cl)cnc(NC(=O)COC(=O)Cc2coc3ccc4ccccc4c23)c1Cl	-4	5	-5	-0.5	1	-2	1.1	-26	93	0.1
52	CCCS(=O)(=O)N1CCN(C(=O)c2cc(OC)cc(OC)c2)CC1	-1	7	-7	-0.2	1	-3	1.6	24	98	-0.2
53	Cc1ccc(OCC(O)CN2C(=O)NC(C)(C)C2=O)c(C)c1 (centres undefined)	-4	14	-14	0.0	1	0	1	3	104	-1.2
54	O=S(=O)(Nc1ccc(-c2nc3cccnc3s2)cc1)c1cccs1	-3	19	-19	-0.3	1.1	-6	1.7	4	112	-1.1
55	CCOc1ccc(NC(=O)c2ccccc2OCC(=O)c2ccccc2)cc1	-1	7	-7	-0.4	0.4	61*	0.45	11	106	0.0
56	CCOc1ccc2nc(NC(=S)NCc3ccccc3)sc2c1	1	-6	6	-0.4	1	-4	1.1	-6	108	0.3
57	COCCNC(=O)CSc1nnc(-c2ccc(C)cc2)c(-c2ccc(C)cc2)n1	-6	-9	9	-0.4	1.1	-7	1.1	6	100	0.0
58	O=S(=O)(NCCC1=CCCCC1)c1cccc2nsnc12	3	-11	11	-0.3	1	-5	0.85	4	91	-0.6
59	CNC(=S)N/N=C/c1ccc(-c2cc([N+](=O)[O-])ccc2Cl)o1	-2	29	-29	0.3	1	0	1.2	11	98	-1.7
60	CCNc1ccc(S(=O)(=O)N(C)C)cc1[N+](=O)[O-]	0	-34	34	0.0	1.1	-7	0.28	10	104	0.2
61	COCCSc1ccccc1C(=O)N1CCc2ccccc2C1	1	8	-8	-0.3	1.1	-6	0.72	6	104	-0.4
62	O=C(CSc1nnc(-c2ccncc2)n1CC1CCCO1)Nc1nccs1 (centres undefined)	-2	7	-7	-0.2	1	-1	1	8	99	0.2
63	CC(NO)C(C)(C)NO (centres undefined)	-7	17	-17	0.4	1.1	-12	1.2	-3	104	-1.0
64	CCCCOc1ccc(C(=O)OC(C)CN(C)C)cc1 (centres undefined)	-2	-2	2	0.0	1	-1	1.3	3	105	-0.4
65	CCc1ccccc1NC(=O)CN(C)C(=O)CN1C(=O)NC2(CCCCCC2)C1=O	-6	-7	7	-0.2	1	-5	1	6	93	-2.6
66	Cc1ccccc1CC1(CO)CCCN(C(=O)c2cc(Cl)ccc2F)C1 (centres undefined)	-3	-12	12	0.1	1	-4	.	9	96	-0.7
